TNAP activation fold – stimulation of alkaline phosphatase TNAP activity – biochemical, luminescent, no phosphate acceptor, uHTS, primary screen (AID 1001). activation fold at 20 µM; hits with a dose series show EC50 in µM. purified TNAP, luminescent activation assay, no phosphate acceptor; higher activation fold means a stronger effect. 0.03% of 200,000 active; in the data active = activation fold from about 3, or a potency from the dose series; inactive = the rest, 99 in 100 with activation fold below about 1.6; also: many of its hits are not listed in these tables
Lipid droplet – hepatic lipid droplet formation modulation | AML12 mouse hepatocytes, oleate lipid droplets, BODIPY imaging | inhibition, % at 6.5 µM | 0.4% of 240,000 active;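 active = lipid droplet intensity inhibited by at least 50%, with more than 500 cells counted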
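System: AML12 hepatocytes (mouse). Probe or stimulus: oleic acid at 100 µM to induce lipid droplet formation. Times: overnight treatment with compound plus oleate. Detection: Image-based BODIPY and DAPI two-channel analysis. Evaluation: percent inhibition of filter-corrected integrated lipid droplet intensity per well.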
ER stress rescue – rescue of cells from ER stress-induced death, primary screen, 384-well, CSM14.1, thapsigargin, ATP luminescence (AID 1222). CSM14.1 thapsigargin-induced death rescue, ATP luminescence; higher % means a stronger effect. one-dose cellular ATP content (survival), % at 20 µM; EC50 in µM for titrated hits. 190,000 tested, under 10 active;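 active = EC50 below 50 µM in the dose-response confirmation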;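 also: death triggered by thapsigargin at about 15 µM added after 2 h compound pretreatment; cell ATP read after overnight thapsigargin exposure of roughly 18 to 22 hours; normalized against plate controls of thapsigargin alone and 5% DMSO vehicle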
human PMI inhibition – inhibitors of human PMI, primary screen, biochemical, fluorescence intensity, coupled assay (AID 1209); purified PMI enzyme, coupled fluorescence intensity; higher % means a stronger effect; inhibition, % at 20 µM, or IC50 in µM where a hit was titrated; 0.42% of 190,000 active;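 also: plate controls were DMSO vehicle for no effect and wells lacking substrate for full effect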
UTI89 phage lysis – inhibition of K1F phage lysis, E. coli UTI89, bacterial capsule biogenesis inhibitors, alamar blue (AID 488966); E. coli UTI89 K1F phage lysis, alamar blue, 2 h; higher % means a stronger effect; inhibition, % at 100 µM; hits with a dose series show IC50 in µM; 0.02% of 340,000 active;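 active = phage lysis inhibition, versus mean bacterial control, above a set limit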;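 also: capsule biogenesis inhibitors block K1F phage lysis so surviving cells raise fluorescence; higher fluorescence means more inhibition of phage lysis; actives were called in the ten point dose series up to 300 µM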
WT yeast gro inh – growth inhibition of WT yeast, mitochondrial fusion screen | mitochondrial fusion phenotypic screen, WT strain | inhibition, % at 10 µM | 2.1% of 190,000 active | AID 1362; in the data active = inhibition above about 58%; tested in S. cerevisiae
M1AAP inhibition – malaria alanyl aminopeptidase activity blockers – biochemical, fluorogenic H-Leu-NHMec substrate, 1536-well (AID 1445). inhibition, % at 30 µM; hits with a dose series show IC50 in µM. 0.42% of 220,000 active. recombinant M1AAP, H-Leu-NHMec fluorogenic kinetic assay; higher % means a stronger effect;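 active = primary inhibition above the hit cutoff, then over 50% inhibition at one or more dose response concentrations, cut at about 23% in these data, passing the limit was not always enough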;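 also: plate controls were DMSO full reaction for no effect and no enzyme background for full effect; strong numbers were not always called active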
Myeloid diff MLP – myeloid differentiation induction; calls only at 10 µM; ER-HoxA9 myeloid progenitors, lysozyme-GFP differentiation, flow cytometry; AID 624256; 1% of 360,000 active;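 active = normalized GFP-positive differentiation at or above the plate's own cutoff, the solvent-only control mean plus 3 SD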;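 also: cells exposed to compound for four days before flow analysis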
human PMI inhibitors – MPI inhibition at elevated mannose 6-phosphate – biochemical, fluorescence intensity, high mannose 6-phosphate, primary screen (AID 1220); recombinant PMI enzyme, coupled fluorescence intensity; higher % means a stronger effect; inhibition, % at 20 µM; hits with a dose series show IC50 in µM; 0.66% of 190,000 active
WT yeast gro inh mutant strain – second read-out of WT yeast gro inh, no call of its own (marks repeat the call); inhibition, %; mitochondrial fusion phenotypic screen, mutant strain inhibition
Lipid droplet cells 6.5 µM – also measured in Lipid droplet; calls as there; cell count; measured here: cell count, cytotoxicity flag;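 cells counted across two imaged fields per well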
Myeloid diff MLP GFP+ MAC1+ % – also measured in Myeloid diff MLP; calls as there; GFP+ MAC1+ double positive, %; measured here: differentiation confirmed by MAC1 staining
Active calls of the source: *; [ ] = remark or other dose. Rule as the data show it, unless noted: active = inhibition above about 50%; inactive = the rest.

Results for CCOC(=O)C(=O)CC(=O)c1ccc2c(c1)OCCO2 ?
TNAP activation fold: 1.1; Lipid droplet: -37.8; ER stress rescue: 1.7%; human PMI inhibition: 11.0%; UTI89 phage lysis: 0.1%; WT yeast gro inh: 1.9; M1AAP inhibition: 3.7%; Myeloid diff MLP: inactive; human PMI inhibitors: 12.7%; WT yeast gro inh mutant strain: 5.0; Lipid droplet cells 6.5 µM: 658; Myeloid diff MLP GFP+ MAC1+ %: 0.8

How did Cc1cccc(C)c1NC(=O)COC(=O)c1cc(=O)c2ccccc2o1 do in these assays?
Lipid droplet: -1.3; UTI89 phage lysis: -0.1%; M1AAP inhibition: 3.4%; Myeloid diff MLP: inactive; Lipid droplet cells 6.5 µM: 682; Myeloid diff MLP GFP+ MAC1+ %: 0.4

Results for CCN(C(=O)COC(=O)CNC(=O)c1ccc(C)s1)c1ccccc1 ?
TNAP activation fold: 0.9; Lipid droplet: -0.5; ER stress rescue: 1.1%; human PMI inhibition: -11.6%; UTI89 phage lysis: 3.1%; WT yeast gro inh: 7.5; M1AAP inhibition: -1.7%; Myeloid diff MLP: inactive; human PMI inhibitors: -9.2%; WT yeast gro inh mutant strain: -9.3; Lipid droplet cells 6.5 µM: 689; Myeloid diff MLP GFP+ MAC1+ %: 0.0

Results for CCN(CC)S(=O)(=O)c1ccc(Cl)c(C(=O)N2CCc3ccccc32)c1 ?
TNAP activation fold: 1.1; Lipid droplet: 0.7; ER stress rescue: 5.7%; human PMI inhibition: 5.2%; UTI89 phage lysis: -0.1%; WT yeast gro inh: 16.9; M1AAP inhibition: 0.2%; Myeloid diff MLP: inactive; human PMI inhibitors: 1.2%; WT yeast gro inh mutant strain: 12.3; Lipid droplet cells 6.5 µM: 781; Myeloid diff MLP GFP+ MAC1+ %: 2.0

How did CCN(CC)C(=O)CSc1nc2ccc(NC(=O)CSc3nnc(COc4ccccc4C)n3C)cc2s1 do in these assays?
TNAP activation fold: 1.1; ER stress rescue: -0.2%; human PMI inhibition: 11.9%; UTI89 phage lysis: -0.2%; WT yeast gro inh: 39.7; M1AAP inhibition: 5.8%; Myeloid diff MLP: inactive; human PMI inhibitors: 4.9%; WT yeast gro inh mutant strain: 3.2; Myeloid diff MLP GFP+ MAC1+ %: 1.3

Results for Cc1nc2ccc(NC(=O)N3CCOCC3)cc2nc1C ?
TNAP activation fold: 1.1; Lipid droplet: -8.1; ER stress rescue: -0.5%; human PMI inhibition: 10.0%; UTI89 phage lysis: 2.5%; WT yeast gro inh: -2.8; M1AAP inhibition: 2.3%; Myeloid diff MLP: inactive; human PMI inhibitors: 37.7%; WT yeast gro inh mutant strain: 0.9; Lipid droplet cells 6.5 µM: 706; Myeloid diff MLP GFP+ MAC1+ %: 0.8

What do the screens show for `Cc1cc(C=O)c(C)n1-c1ccc(N2CCOCC2)cc1`?
TNAP activation fold: 1.1; Lipid droplet: -4.0; ER stress rescue: -1.5%; human PMI inhibition: 3.4%; UTI89 phage lysis: -0.1%; WT yeast gro inh: 2.5; M1AAP inhibition: -0.1%; Myeloid diff MLP: inactive; human PMI inhibitors: 8.8%; WT yeast gro inh mutant strain: 2.1; Lipid droplet cells 6.5 µM: 701; Myeloid diff MLP GFP+ MAC1+ %: 1.6

Results for O=C1c2ccccc2C(=O)N1c1cccnc1 ?
TNAP activation fold: 1.1; Lipid droplet: 7.6; ER stress rescue: 4.2%; human PMI inhibition: 8.2%; UTI89 phage lysis: 0.1%; WT yeast gro inh: 4.8; M1AAP inhibition: 3.8%; Myeloid diff MLP: inactive; human PMI inhibitors: 3.0%; WT yeast gro inh mutant strain: 32.5; Lipid droplet cells 6.5 µM: 753; Myeloid diff MLP GFP+ MAC1+ %: 0.9

Results for COc1ccccc1CNC(=O)C1CCN(Cc2nc(-c3cccc(Cl)c3)oc2C)CC1 ?
TNAP activation fold: 1.1; ER stress rescue: -0.8%; human PMI inhibition: 5.8%; UTI89 phage lysis: 0.0%; WT yeast gro inh: 11.3; M1AAP inhibition: 5.3%; Myeloid diff MLP: inactive; human PMI inhibitors: 1.3%; WT yeast gro inh mutant strain: 18.9; Myeloid diff MLP GFP+ MAC1+ %: 1.1

Results for CCSc1nnc(CNc2ccc(C)cc2)n1C ?
TNAP activation fold: 1.1; Lipid droplet: -7.2; ER stress rescue: -0.1%; human PMI inhibition: 10.5%; UTI89 phage lysis: 0.3%; WT yeast gro inh: -0.2; M1AAP inhibition: -2.4%; Myeloid diff MLP: inactive; human PMI inhibitors: 22.6%; WT yeast gro inh mutant strain: -4.5; Lipid droplet cells 6.5 µM: 672; Myeloid diff MLP GFP+ MAC1+ %: 0.8

How did C/C=C/C(=O)OCC(=O)Nc1ccc(OC)c(Cl)c1 do in these assays?
TNAP activation fold: 1.1; Lipid droplet: 9.6; ER stress rescue: -1.6%; human PMI inhibition: -1.9%; UTI89 phage lysis: 1.2%[50 µM]; WT yeast gro inh: -6.8; M1AAP inhibition: -0.8%; Myeloid diff MLP: inactive; human PMI inhibitors: 17.6%; WT yeast gro inh mutant strain: 9.7; Lipid droplet cells 6.5 µM: 656; Myeloid diff MLP GFP+ MAC1+ %: 6.4

Results for O=C(O)COc1ccccc1/C=N/NC(=O)CSc1nnc(SCc2ccccc2)s1 ?
Lipid droplet: 8.4; UTI89 phage lysis: -0.1%; M1AAP inhibition: 14.1%; Myeloid diff MLP: inactive; Lipid droplet cells 6.5 µM: 672; Myeloid diff MLP GFP+ MAC1+ %: 1.1

Results for O=C(CSc1nccn1-c1cccc(Cl)c1)NO ?
TNAP activation fold: 1.1; Lipid droplet: -0.6; ER stress rescue: -1.6%; human PMI inhibition: -0.5%; UTI89 phage lysis: 0.2%; WT yeast gro inh: -4.8; M1AAP inhibition: 5.8%; Myeloid diff MLP: inactive; human PMI inhibitors: 12.6%; WT yeast gro inh mutant strain: -8.3; Lipid droplet cells 6.5 µM: 710; Myeloid diff MLP GFP+ MAC1+ %: 0.2

Results for Cc1cc(Cl)ccc1Oc1nc(-c2ccc(F)cc2)ccc1C#N ?
TNAP activation fold: 1.1; ER stress rescue: -2.3%; human PMI inhibition: 1.5%; UTI89 phage lysis: -0.4%; WT yeast gro inh: -10.2; M1AAP inhibition: 9.8%; Myeloid diff MLP: inactive; human PMI inhibitors: 5.5%; WT yeast gro inh mutant strain: -6.0; Myeloid diff MLP GFP+ MAC1+ %: 1.2

Results for CCN1CCN(C(=S)NCC(C)C)CC1 ?
TNAP activation fold: 1.4; Lipid droplet: -2.5; ER stress rescue: 1.4%; human PMI inhibition: 5.8%; UTI89 phage lysis: 4.3%; WT yeast gro inh: -6.4; M1AAP inhibition: 8.4%; Myeloid diff MLP: inactive; human PMI inhibitors: -2.9%; WT yeast gro inh mutant strain: 19.5; Lipid droplet cells 6.5 µM: 627; Myeloid diff MLP GFP+ MAC1+ %: 0.4

How did CCC(C)[C@H](NC(=O)OC(C)(C)C)C(=O)N/N=C/c1ccc2nccnc2c1 (stereo partly specified) do in these assays?
TNAP activation fold: 1.1; Lipid droplet: -2.3; ER stress rescue: 2.1%; human PMI inhibition: 6.5%; UTI89 phage lysis: 1.0%; WT yeast gro inh: 16.3; M1AAP inhibition: 4.9%; Myeloid diff MLP: inactive; human PMI inhibitors: 6.1%; WT yeast gro inh mutant strain: 8.0; Lipid droplet cells 6.5 µM: 743; Myeloid diff MLP GFP+ MAC1+ %: 6.6

What do the screens show for `CN(Cc1ccccc1NC(=O)c1ccc(S(=O)(=O)N(C)C)cc1)C1CCCCC1`?
TNAP activation fold: 1; Lipid droplet: -11.9; ER stress rescue: -0.7%; human PMI inhibition: -3.7%; WT yeast gro inh: 5.1; M1AAP inhibition: 3.2%; human PMI inhibitors: -0.4%; WT yeast gro inh mutant strain: -1.1; Lipid droplet cells 6.5 µM: 666

Results for O=C(COc1ccccc1)N(Cc1cc2ccccc2[nH]c1=O)CC1CCCO1 (stereo unspecified) ?
TNAP activation fold: 1.1; ER stress rescue: -2.5%; human PMI inhibition: -1.0%; UTI89 phage lysis: -0.4%; WT yeast gro inh: 8.7; M1AAP inhibition: 3.2%; Myeloid diff MLP: inactive; human PMI inhibitors: 0.7%; WT yeast gro inh mutant strain: 18.0; Myeloid diff MLP GFP+ MAC1+ %: 0.8

Results for CC(=O)NC(NC(C)=O)c1cccc(OCc2ccccc2)c1 ?
TNAP activation fold: 1.1; Lipid droplet: -4.0; ER stress rescue: 0.0%; human PMI inhibition: -2.9%; UTI89 phage lysis: 0.2%; WT yeast gro inh: 0.8; M1AAP inhibition: 0.1%; Myeloid diff MLP: inactive; human PMI inhibitors: -3.9%; WT yeast gro inh mutant strain: 11.9; Lipid droplet cells 6.5 µM: 674; Myeloid diff MLP GFP+ MAC1+ %: 0.8

How did COC(=O)c1ccc(NS(=O)(=O)c2ccc(Cl)cc2)o1 do in these assays?
TNAP activation fold: 1; Lipid droplet: 3.2; ER stress rescue: 1.2%; human PMI inhibition: -32.5%; UTI89 phage lysis: 1.5%; WT yeast gro inh: -5.6; M1AAP inhibition: 20.5%; Myeloid diff MLP: inactive; human PMI inhibitors: -16.5%; WT yeast gro inh mutant strain: 14.1; Lipid droplet cells 6.5 µM: 683; Myeloid diff MLP GFP+ MAC1+ %: 0.2

How did COC(=O)c1c(C(=O)OC)c2n(c1C)CCC2 do in these assays?
TNAP activation fold: 1.1; ER stress rescue: -1.7%; human PMI inhibition: -2.7%; UTI89 phage lysis: 0.0%; WT yeast gro inh: -9.4; M1AAP inhibition: 3.3%; Myeloid diff MLP: inactive; human PMI inhibitors: -2.2%; WT yeast gro inh mutant strain: -6.7; Myeloid diff MLP GFP+ MAC1+ %: 1.0

What do the screens show for `COc1cc(C2CC(=O)C=C(O)C2)cc(OC)c1OC` (stereo unspecified)?
TNAP activation fold: 1.1; Lipid droplet: 1.8; human PMI inhibition: 22.6%; UTI89 phage lysis: 0.0%; WT yeast gro inh: 9.4; M1AAP inhibition: 5.2%; Myeloid diff MLP: inactive; human PMI inhibitors: 10.7%; WT yeast gro inh mutant strain: -2.2; Lipid droplet cells 6.5 µM: 680; Myeloid diff MLP GFP+ MAC1+ %: 1.1
